High-throughput results from PubChem BioAssay.
SNCA expr inh: SNCA gene expression inhibition; HEK-293 SNCA-luciferase knock-in, luminescence, 24 h; Potency, µM (top dose mostly 57.2 µM), without a hit: at the top dose activity change, negative = inhibition, actives largely listed as inhibitors; 140,000 tested, 0.17% active; AID 1671194;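 note: potency is the fitted concentration of half-maximal effect; plate controls were DMSO cells for no effect and cell-free wells for full effect; nearly all actives have a fitted effect of over 45% in size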
GPT2 inhibitor: GPT2 alanine aminotransferase inhibition; Q8TD30; Recombinant GPT2, coupled pyruvate oxidase/HRP Amplex Red fluorescence; Potency, µM (top dose mostly 57.7 µM), for the others: at the highest dose activity change, negative = inhibition, most hits filed as inhibitors; 100,000 tested, 0.25% active; note: potency is the fitted concentration of half-maximal effect; nearly all actives have a fitted effect of over 60% in size; many of its hits are not listed in these tables
Target sequence (Q8TD30 whole entry, looked up): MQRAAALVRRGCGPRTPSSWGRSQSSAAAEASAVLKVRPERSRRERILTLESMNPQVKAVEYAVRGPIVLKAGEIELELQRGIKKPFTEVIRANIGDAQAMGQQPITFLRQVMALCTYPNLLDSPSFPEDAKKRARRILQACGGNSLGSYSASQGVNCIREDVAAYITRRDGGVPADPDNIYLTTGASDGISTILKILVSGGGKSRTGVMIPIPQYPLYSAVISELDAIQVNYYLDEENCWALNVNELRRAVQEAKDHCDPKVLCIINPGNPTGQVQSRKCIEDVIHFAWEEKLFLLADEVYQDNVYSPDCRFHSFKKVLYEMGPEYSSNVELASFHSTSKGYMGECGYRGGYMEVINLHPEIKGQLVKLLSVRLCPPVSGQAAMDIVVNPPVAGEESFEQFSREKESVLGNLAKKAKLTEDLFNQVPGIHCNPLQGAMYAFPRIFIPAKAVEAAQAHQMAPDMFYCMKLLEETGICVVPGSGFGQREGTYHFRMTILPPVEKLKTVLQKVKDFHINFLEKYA
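Recombinant GPT2 (10ng/uL) with 250uM a-KG and 2mM L-alanine, 30 min at room temperature, in HEPES pH 7.5 buffer. Pyruvate detected by pyruvate oxidase/HRP/Amplex Red fluorescence after 30 min in the dark; AOA (50uM) as positive control.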
NIH3T3 tox: kills NIH 3T3 cells | Potency, µM (series often up to 96.7 µM), for inactives: top-dose activity change, negative = cytotoxicity, usual class: inhibitors | 94,000 tested, 4.3% active | AID 1345082 | NIH 3T3 viability, CellTiter-Glo ATP luminescence, 48-72 h; note: potency is the fitted concentration of half-maximal effect; nearly all actives have a fitted effect of over 55% in size
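Luminescent ATP readout (CellTiter-Glo, 10 min RT) after 48 or 72 hr compound exposure of NIH 3T3 cells seeded at 400 cells/well in 1536-well format; quantitative HTS.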
Luciferase inh: inhibitors of firefly (Photinus pyralis) luciferase; P08659; purified P. pyralis luciferase, luminescence, biochemical; Potency, µM (series often up to 115 µM), for the others: at the top dose activity change, negative = inhibition, most hits filed as inhibitors; 76,000 tested, 2.5% active; AID 1347043; note: potency is the fitted concentration of half-maximal effect; nearly all actives have a fitted effect of over 65% in size
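Purified 10nM P. pyralis luciferase with 10uM D-luciferin and 10uM ATP in 50mM Tris acetate pH 7.5, 10mM Mg acetate, 0.01% Tween-20, 0.05% BSA. qHTS titration; luminescence read by CCD imager.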
SNCA viab count: cell viability loss counter-screen; HEK-293-SNCA-luc viability, GF-AFC fluorescence, 24 h; Potency, µM (series often up to 57.1 µM), inactives show at the highest dose activity change, negative = cytotoxicity, usual class: cytotoxic; 150,000 tested, 0.12% active;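 note: potency is the fitted concentration of half-maximal effect; 0% = DMSO-treated cells and -100% = medium-only wells without cells; nearly all actives have a fitted effect of over 30% in size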
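HEK-293-SNCA-luc cells (1500/well) plated 24 h, then exposed 24 h to a dilution series; GF-AFC added 30 min at 37C, fluorescence 405/540 nm; normalised to medium-only and DMSO wells, Hill fit.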
HEK cytotox: HEK 293 cell cytotoxicity; 94,000 tested, 6.6% active; HEK 293 viability, ATP luminescence (CellTiter-Glo), 48-72 h; Potency, µM (doses to about 115 µM), without a hit: at the highest dose activity change, negative = cytotoxicity, usual class: inhibitors; note: potency is the fitted concentration of half-maximal effect; nearly all actives have a fitted effect of over 60% in size
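HEK 293 seeded at 250 cells/well receive compound via pintool. After 48 or 72 hr at 37 degree Celsius, 5% CO2 and 95% humidity, CellTiter-Glo is dispensed and luminescence read following 10 min at room temperature.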
IP6K1 inhibitor: blocks human inositol hexakisphosphate kinase 1; IP6K1 kinase, ADP-Glo luminescence, 2 h; active compounds read low; activity change, % (series mostly up to about 58 µM); 140,000 tested, 0.81% active; AID 1645851; in the data active = activity change below about -25%
Target sequence (Q92551 whole entry, looked up): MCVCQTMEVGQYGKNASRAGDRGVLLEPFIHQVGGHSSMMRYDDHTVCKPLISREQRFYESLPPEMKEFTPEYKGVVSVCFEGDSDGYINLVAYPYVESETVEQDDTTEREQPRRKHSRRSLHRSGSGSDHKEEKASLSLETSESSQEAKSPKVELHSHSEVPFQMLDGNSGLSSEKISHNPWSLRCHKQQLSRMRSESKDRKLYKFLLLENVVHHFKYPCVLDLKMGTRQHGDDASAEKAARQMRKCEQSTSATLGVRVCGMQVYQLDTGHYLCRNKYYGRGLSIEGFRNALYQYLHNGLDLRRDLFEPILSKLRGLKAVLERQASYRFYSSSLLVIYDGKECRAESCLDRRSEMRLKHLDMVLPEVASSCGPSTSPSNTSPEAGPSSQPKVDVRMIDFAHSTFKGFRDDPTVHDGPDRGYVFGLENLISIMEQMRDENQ
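ADP-Glo luminescence measures ADP made by human IP6K1 during a 2 h RT reaction with ATP/IP6 (mix at 1.3 mM/130 uM); top library doses 57.5 and 19.1 uM final.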
An asterisk follows results filed as active; i = inactive; u = inconclusive; x = no result given; [ ] = dose if it differs, or a comment. Unless noted, calls come from the whole dose curve; as a rule, active = well fitted curve in the direction sought with a large enough effect; inconclusive = small, poorly fitted or top-dose-only effect, or another doubt; inactive = no such curve, though single readings can be large; an effect the other way counts as inactive or inconclusive. Unless noted, % is set by controls: 0 for no effect and ±100 for the full control effect. Some of the compounds tested (hit frequency here may not be typical).

SMILES | SNCA expr inh | SNCA viab count | Luciferase inh | IP6K1 inhibitor | HEK cytotox | NIH3T3 tox | GPT2 inhibitor
COc1cc2[nH]c(=O)n(CCCC(=O)NCc3ccc(Cl)cc3)c(=O)c2cc1OC | -5% | 6% | x | -4 | x | x | x
O=S(=O)(Cc1ccccc1)NCc1cccnc1Oc1ccccc1 | 5% | -9% | 0% | 12 | -13% | -27% | -12%
CS(=O)(=O)c1ccc(CN2CCN3C(=O)N(C4CCCCC4)C[C@H]3C2)cc1 | -27%[87.6 µM] | -14%[87.6 µM] | -3%[172 µM] | -7 | u | -13%[138 µM] | 0%[88.5 µM]
CCCCCCOc1ccc(C2C(=O)N(C3CCCCC3)CC(=O)N2C2CCCCC2)cc1 (stereo not drawn) | -5% | -1% | x | -13 | x | x | x
O=C(NCc1ccco1)N1CC(n2cc(COc3ccccc3)nn2)C1 | -17% | 4% | 5% | 13 | -7% | -10% | 1%
Cc1ccc(Cl)cc1NC(=O)CN1C(=O)NC2(CCC(C)CC2)C1=O (stereo not drawn) | 32%[activator] | -2% | 0% | -19 | -15% | -37% | -12%
COc1cccc(C2Cn3nnc(-c4nc(-c5ccccc5F)no4)c3CO2)c1 (stereo not drawn) | -6% | 15% | u | -11 | u | -15% | i
O=C1CC2(CCN(C(=O)c3ccccn3)CC2)Oc2cc(Cl)ccc21 | 1% | 2% | -3% | 15 | u | -42% | i
Cc1c(Cl)cccc1Nc1nn2c(=O)c3ccc(C(=O)NCCc4ccccc4)cc3nc2s1 | 2% | 2% | x | -3 | x | x | x
COc1cc(-c2ccnc3nc(CCc4ccccc4)nn23)cc(OC)c1OC | 7% | 2% | 0% | 13 | -21% | -18% | 3%
Cc1cc(NC(=O)Cn2c(=O)c(-c3noc(C)n3)c3n(c2=O)CCCCC3)no1 | -9% | 6% | 6% | 47 | 3% | i | i
CCC(C)C(=O)O[C@H]1[C@@H](O[C@H]2O[C@H](CO)[C@@H](O)[C@H](O)[C@H]2O)O[C@H](CO)[C@@H](O)[C@@H]1O (stereo partly drawn) | x | 2%[23.9 µM] | x | -18 | x | x | 4%[27.3 µM]
Cc1ccc(O[C@H]2CCOC[C@H]2NC(=O)CCN2CCCCO2)cn1 | 11% | -1% | 2% | 12 | -1% | -6% | -18%
C/C(=C\c1ccc(C(=O)O)cc1)c1ccc2c(c1)C(C)(C)CCC2(C)C | 39% | 1% | x | x | x | x | i
Cc1ccc(CNC(=O)CCCCn2c(=O)c3ccccc3n(Cc3ccc(C)cc3)c2=O)cc1 | -15% | 6% | x | -24 | x | x | x
Cc1nn(-c2ccccc2)c2c1C(C)N(C1CCN(C(=O)c3cccc(Cl)c3)C1)C2=O (stereo not drawn) | x | x | x | -3 | 22µM* | 32µM* | x
COc1ccc(-c2nc(C3CC3)nc3c2CCN([S+](=O)([O-])c2ccccc2)CC3)cc1 | -8% | -5% | x | 2 | -26% | u | i
COc1cccc(-c2cc(C(=O)NCc3cccnc3)c3c(c2)N(C)CCO3)c1OC | 14%[87.6 µM] | -27%[87.6 µM] | -9%[172 µM] | -18 | u | u | -10%[88.5 µM]
CC(C)c1nc2ccc(C(=O)NC(C)c3ccccc3)cc2o1 (stereo not drawn) | 102%[activator] | 6% | x | 7 | x | x | x
O=C(NCc1nnc2ccc(-c3ccccc3)nn12)c1ccc[nH]1 | 2% | -5% | 4% | -5 | -9% | -17% | i
COc1ccc(CC(=O)Nc2ccc(N3CCC(NCCc4c(C)n[nH]c4C)CC3)cc2)cc1 | 3% | -2% | 4% | 4 | 5% | i | i
Cc1ccc(C(=O)N2CCN(c3nccc(Nc4ccccc4Cl)n3)CC2)cc1 | -21% | u | x | 15 | 22µM* | u | i
O=C(c1ccc(Cl)cc1)N1CCN(c2ccc([N+](=O)[O-])c3ncccc23)CC1 | -15% | -18% | x | x | x | x | i
Cc1cc(=O)n(CC(=O)NCc2cccs2)c(N(C)Cc2ccccc2)n1 | -4% | -13% | -4% | 0 | u | u | 2%
O=C1NCCCCCCN(Cc2ccncc2)[C@@H]2CN(C(=O)Nc3ccc4c(c3)OCCO4)CC[C@H]12 | 83%[activator] | -26% | 11µM* | -2 | -21% | u | -2%

Filtered by structure, the entries above with an NH in an aromatic ring
SMILES | SNCA expr inh | SNCA viab count | Luciferase inh | IP6K1 inhibitor | HEK cytotox | NIH3T3 tox | GPT2 inhibitor
COc1cc2[nH]c(=O)n(CCCC(=O)NCc3ccc(Cl)cc3)c(=O)c2cc1OC | -5% | 6% | x | -4 | x | x | x
O=C(NCc1nnc2ccc(-c3ccccc3)nn12)c1ccc[nH]1 | 2% | -5% | 4% | -5 | -9% | -17% | i
COc1ccc(CC(=O)Nc2ccc(N3CCC(NCCc4c(C)n[nH]c4C)CC3)cc2)cc1 | 3% | -2% | 4% | 4 | 5% | i | i

Continued:
SMILES | SNCA expr inh | SNCA viab count | Luciferase inh | IP6K1 inhibitor | HEK cytotox | NIH3T3 tox | GPT2 inhibitor
CC1=NS(=O)(=O)N(Cc2ccccc2)C=C1C(=O)OCc1nc(-c2ccccc2F)no1 | 9% | 1% | -5% | -4 | -29% | u | -4%
CN1C[C@H](C(=O)Nc2ccccc2)C[C@H]1c1cccc(C(F)(F)F)c1 | u | -22%[87.6 µM] | 2%[172 µM] | 17 | 79µM* | 45µM* | -29%[88.5 µM]
O=C(NCC1CCN(Cc2ccccn2)C1)Nc1ccccc1Cl (stereo not drawn) | 23% | 2% | 6% | 1 | u | u | 4%
Cc1ccc(C2Cn3nnc(-c4nc(-c5ccc(C(F)(F)F)cc5)no4)c3CO2)c(C)c1 (stereo not drawn) | -18% | 3% | -5% | -16 | -4% | i | i
O=Cc1cccc(-c2ccc(OC(F)(F)F)cc2)c1 | 116%[activator][87.6 µM] | 0%[87.6 µM] | x | -20 | -25%[172 µM] | u | i
COc1ccc(Cl)cc1S(=O)(=O)N1CCCC(Cn2c(C)nc3cccnc32)C1 (stereo not drawn) | -2% | -8% | -6% | -8 | u | u | i
COCCNC(=O)C1CCN(C(=O)N2CC3CC(C2)[C@H]2CCCC(=O)N2C3)CC1 (stereo partly drawn) | 6% | 0% | 0% | 2 | -3% | i | i
CCCc1noc(-c2nc(-c3ccc(OC)c(OC)c3)no2)n1 | 38%[activator] | -2% | -1% | 14 | -15% | -1% | i
CC(C)c1ccccc1NC(=O)N1CCOC(C(F)(F)F)C1 (stereo not drawn) | -11% | -20% | -9% | -5 | -9% | -7% | -3%
CCOCC(=O)N1CCCn2cc(-c3ccccc3)nc21 | 11% | -7% | -8% | 1 | u | 1% | -27%
COc1ccc(Cl)cc1NC(=O)CN1C(=O)COc2ccc(S(=O)(=O)NC3CCCC3)cc21 | -17% | u | x | 30 | x | x | x
Cc1nnc(C2CCCCCN2C(=O)c2nn(C)c3ccccc23)o1 (stereo not drawn) | -5% | 3% | -7% | -3 | 4% | i | -2%
Brc1ccc(-c2cn3cc(Cc4ccccc4)sc3n2)cc1 | 80%[activator] | 2% | x | -2 | x | x | x
Cc1ccc(C)c(N2CCN(C(=O)C3CCN(c4nc5ccc(C)cc5[nH]4)CC3)CC2)c1 | u | 4% | x | -5 | x | x | x
COCCc1nncn1C1CCN(C(=O)c2cc(F)cc(F)c2)CC1 | 4% | -12% | -3% | 4 | 9% | i | 2%
O=C(NCCCc1ccncc1)C1CC12CCN(C(=O)c1cccc(C(F)(F)F)c1)CC2 (stereo not drawn) | 20% | 1% | -3% | 21 | -17% | -9% | -11%
O=C(NCCc1ccccc1F)c1nc2cccnc2n(CCc2ccccc2)c1=O | 4% | 5%[12.5 µM] | x | -4 | u | u | -1%
COC[C@H]1C[C@@H](NC(=O)Nc2cccc(F)c2)[C@H](O)[C@@H]1O | -3%[87.6 µM] | -8%[87.6 µM] | -4%[172 µM] | -2 | 0%[172 µM] | i | 1%[88.5 µM]
CC(=O)Nc1cccc(C(=O)N2CCCN(c3cc(-c4ccc(C)c(C)c4)[nH]n3)CC2)c1 | 66%[activator] | 4% | u | 0 | -5% | -5% | -10%
COc1ccccc1N1CCN(C(=O)c2ccc3c(c2)N(Cc2cc(C)ccc2C)C(=O)c2ccccc2S3(=O)=O)CC1 | 3% | -1% | x | 17 | x | x | x
NC(=O)COc1ccc(C(=O)N[C@@H]2CN(Cc3ccccn3)CCC[C@H]2O)cc1 | -28%[87.6 µM] | -1%[87.6 µM] | -10%[172 µM] | 9 | u | u | -14%[88.5 µM]
Fc1ccc(-c2nc(Nc3cccc(C(F)(F)F)c3)nc3c2COc2ccccc2-3)cc1 | 7% | 4% | x | 0 | x | x | x
COC(=O)CNC(=O)N1CC[C@@H]2COC(=O)N(Cc3ccccc3)[C@@H]2C1 | -15% | 7% | x | -8 | 0% | -12% | i
CCN(CC)S(=O)(=O)c1ccc2c(c1)N(CC(=O)N1CCN(c3cc(Cl)ccc3C)CC1)C(=O)CO2 | 11% | -6% | x | -12 | x | x | x
FC(F)(F)c1cccc(Nc2nc3nonc3nc2Nc2ccc(Cl)cc2)c1 | 11µM* | u | x | 4 | x | x | x
COc1ccc(C(=O)N[C@@H](Cc2ccccc2)C(=O)N2CCCOCCNC(=O)CC2)cn1 | 3% | 5% | 2% | 4 | i | -9% | i
COc1ccc(NC(=O)CCS(=O)(=O)c2ccc3c(c2)n(C)c(=O)c(=O)n3C)cc1Cl | u | -14% | x | 5 | x | x | x
CC(C)CN(CC1CN(C(=O)NCc2ccccc2)CCO1)C(=O)c1ccc2c(c1)OCO2 (stereo not drawn) | 14% | -1% | -5% | 10 | u | u | -23%
COc1ccc(F)cc1-c1ccc(CN2CCC(N[S+](=O)([O-])CCC(F)(F)F)C2)cc1 (stereo not drawn) | x | x | x | 24 | u | u | x
COc1ccc2[nH]c(=O)c(CN(C(=O)c3cccc(Cl)c3)c3cccc(C)c3)cc2c1 | -5% | 9% | x | 31 | x | x | x
COc1ccc(C(=O)N2C[C@@H]3C[C@H](C2)c2ccc(NS(=O)(=O)c4ccc(NC(C)=O)cc4)c(=O)n2C3)cc1 | -14% | 2% | -14% | -5 | -7% | -11% | -7%
Cc1ccc(S(=O)(=O)c2nc(S(C)(=O)=O)sc2NCc2ccccc2)cc1 | -9% | -20% | x | -11 | x | x | x
CSc1cccc(Nc2ncncc2-c2nc(-c3ccccc3)no2)c1 | 7% | 10% | -10% | -12 | -21% | -8% | -1%
CC(=O)Nc1ccccc1-c1c(C)nn2c1N(C(=O)Cc1ccc(Cl)cc1)CCC2 | -27%[87.6 µM] | -3%[87.6 µM] | -2%[172 µM] | 8 | -5%[172 µM] | u | -19%[88.5 µM]

Results in SNCA expr inh, for 2 of the compounds above:
SMILES,SNCA expr inh
COc1ccc(C(=O)N2C[C@@H]3C[C@H](C2)c2ccc(NS(=O)(=O)c4ccc(NC(C)=O)cc4)c(=O)n2C3)cc1,-14%
Cc1ccc(S(=O)(=O)c2nc(S(C)(=O)=O)sc2NCc2ccccc2)cc1,-9%
